OX1R antag-1: blocks the human orexin 1 receptor. O43613. CHO/OX1R cells, Fluo-8 calcium fluorescence, orexin A. inhibition, % at 5 µM. 330,000 compounds, 0.43% hits. AID 434989;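 active means inhibition above its plate's threshold, mean inhibition of all tested compounds on the plate plus 3 SD, cut at about 37% in these data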;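 further: 0% = orexin A challenge wells and 100% = SB-334867-A antagonist wells; not every result past the cut was called active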
Target sequence (O43613 whole entry, looked up): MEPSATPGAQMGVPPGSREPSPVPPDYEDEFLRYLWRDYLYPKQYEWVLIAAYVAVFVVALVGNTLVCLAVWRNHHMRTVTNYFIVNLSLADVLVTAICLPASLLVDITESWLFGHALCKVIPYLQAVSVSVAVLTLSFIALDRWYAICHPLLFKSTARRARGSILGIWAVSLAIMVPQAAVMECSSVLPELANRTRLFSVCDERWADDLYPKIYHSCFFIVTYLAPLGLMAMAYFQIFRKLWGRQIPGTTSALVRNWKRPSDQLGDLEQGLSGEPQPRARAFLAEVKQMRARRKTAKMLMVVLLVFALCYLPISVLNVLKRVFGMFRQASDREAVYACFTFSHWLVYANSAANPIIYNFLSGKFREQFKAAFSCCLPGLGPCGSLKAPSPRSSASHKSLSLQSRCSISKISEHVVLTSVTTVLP
OX1R antag-2: OX1R (human) antagonism. O43613. OX1R-expressing cells, FRET antagonist read-out. inhibition, % at 6.6 µM. 330,000 compounds, 1.8% hits. AID 485270; in the data active means inhibition mostly above about 38%, no sharp cut-off; inactive means mostly below about 40%;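 further: 0% = agonist challenge alone and 100% = reference antagonist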
* marks the source's active call; other numbers are inactive results.

[1] O=C(Cn1nnc(-c2ccccc2)n1)NNC(=O)c1ccccc1
[2] O=C(NCCc1ccccc1)c1c(O)c2ccccc2[nH]c1=O
[3] CCCn1nnnc1SCC(=O)Nc1sc(C)c(C)c1C#N
[4] CC(Oc1cc2oc(=O)c3c(c2cc1Cl)CCC3)C(=O)NC1CC(C)(C)NC(C)(C)C1 (centres undefined)
[5] COC(=O)c1c(N)sc(Cc2ccccc2)c1C
entry no.	1	2	3	4	5
OX1R antag-1	-3.1	-19.7	-12.9	-24.6	-9.8
OX1R antag-2	1.2	1.4	23.1	16.9	0.5

[6] COc1ccccc1C(=O)NCCCNC(=O)c1ccccn1
[7] CCOC(=O)N1CCC(N2C(=O)c3ccccc3C2Nc2cc(C(=O)OC)cc(C(=O)OC)c2)CC1 (centres undefined)
[8] O=C(O)c1cccc2c3c([nH]c12)CCCC3
[9] c1ccc(-c2csc3ncnc(NCCN4CCOCC4)c23)cc1
[10] Cc1ccc(C(=O)N2CCc3ccccc32)cc1[N+](=O)[O-]
entry no.	6	7	8	9	10
OX1R antag-1	3.5	-40.1	-23.4	-30.4	-8.8
OX1R antag-2	6.6	7.0	-9.3	18.7	5.2

5 records drawn at random from the list so far:
[6] COc1ccccc1C(=O)NCCCNC(=O)c1ccccn1
[7] CCOC(=O)N1CCC(N2C(=O)c3ccccc3C2Nc2cc(C(=O)OC)cc(C(=O)OC)c2)CC1 (centres undefined)
[10] Cc1ccc(C(=O)N2CCc3ccccc32)cc1[N+](=O)[O-]
[9] c1ccc(-c2csc3ncnc(NCCN4CCOCC4)c23)cc1
[8] O=C(O)c1cccc2c3c([nH]c12)CCCC3
entry no.	6	7	10	9	8
OX1R antag-1	3.5	-40.1	-8.8	-30.4	-23.4
OX1R antag-2	6.6	7.0	5.2	18.7	-9.3

Other compounds
[11] CCOC(=O)c1cc(-c2ccc([N+](=O)[O-])cc2)nc2c1c(=O)[nH]c(=O)n2Cc1ccccc1
[12] NS(=O)(=O)c1ccc(N2CCN(S(=O)(=O)Cc3ccccc3)CC2)nc1
[13] O=C(CSC1=NCCS1)NC(c1ccccc1)c1ccccc1
[14] C=CCN(C(=O)c1csnn1)C(C(=O)NC1CCCCC1)c1ccc(Cl)cc1 (centres undefined)
[15] O=C(N/N=C/c1ccc(OC(=O)c2ccc3c(c2)OCO3)cc1)c1cncc(Br)c1
entry no.	11	12	13	14	15
OX1R antag-1	-14.0	-5.0	-8.8	-34.6	-13.5
OX1R antag-2	7.5	9.9	18.8	10.0	8.9

[16] O=C(Nc1ccc(N2CCOCC2)c2nonc12)C1CCCC1
[17] O=C(c1ccc(Br)o1)N1CCN(CCOc2ccccc2)CC1
[18] COc1ccccc1NC(=O)Cc1nnc(SCC(=O)Nc2ccc(F)cc2F)n1C
[19] Cc1cccc(NC(=O)COC(=O)c2cccc3c2C(=O)c2ccccc2C3=O)c1C
[20] CC[n+]1c(/C=C/N(C)c2ccccc2)oc2ccccc21
entry no.	16	17	18	19	20
OX1R antag-1	-20.3	-15.2	-14.3	-16.4	-0.9
OX1R antag-2	43.3	2.2	9.2	42.8	11.7

[21] O=C(CSc1n[nH]c(-c2ccccc2)n1)N1CCOCC1
[22] CNC(=S)N/N=C(\C)c1ccc(-n2ccnc2)cc1
[23] COc1ccc(-n2c(=O)c3ccccc3n(CC(=O)Nc3ccccc3OC)c2=O)cc1
[24] Cc1ccc(C(=O)CN2C(=O)NC3(CCc4ccccc43)C2=O)c(C)c1 (centres undefined)
[25] CCn1ccnc1[C@@H]1C[C@H]2CN(Cc3cccc(Cl)c3)C(=O)[C@]23CCCN13
entry no.	21	22	23	24	25
OX1R antag-1	-10.1	-7.6	-10.0	-14.7	-11.6
OX1R antag-2	12.7	8.0	4.0	-0.8	9.4

[26] CCCNS(=O)(=O)c1cc2c3c(c1)C(C)C(=O)N3CCC2 (centres undefined)
[27] CCOC(=O)c1c(O)c2cc(Cl)ccc2n(CC)c1=O
[28] C=CCOc1c(Br)cc(CNn2c(C)n[nH]c2=S)cc1OC
[29] O=C(COc1cccc2ccccc12)Nc1cc(Cl)ccc1C(=O)O
[30] COC(=O)c1c(C(=O)OC)c(-c2cccc(C)c2)n2c1CS(=O)(=O)C2
entry no.	26	27	28	29	30
OX1R antag-1	-18.3	-6.3	-16.1	13.2	-40.7
OX1R antag-2	0.1	14.3	5.9	67.0*	5.8

[31] COC(=O)C1=C(C)N(c2cccc(Cl)c2)C(=O)C1
[32] Cc1cc(C(=O)NCCCN2CCN(C3CCCCC3)CC2)n(-c2ccccc2)n1
[33] CC1=C(C(=O)OCCc2ccccc2)C(c2ccsc2)NC(=O)N1C (centres undefined)
[34] NC(=O)c1cccnc1OCC(F)(F)F
[35] CC1CN(C(=O)CCN2C(=O)c3ccccc3C2=O)CC(C)O1 (centres undefined)
entry no.	31	32	33	34	35
OX1R antag-1	-3.7	2.9	-32.1	-7.3	-1.6
OX1R antag-2	9.9	12.0	9.8	7.8	10.2

[36] COc1ccc2oc(=N)c(C(=O)Nc3cccc(C)c3C)cc2c1
[37] CC(C)(C)C(=O)N1CCN(c2ccnc3cc(Cl)ccc23)CC1
[38] CCCn1cnc2cc(NC(=O)c3ccco3)ccc21
[39] Cc1cc2nc3c(nc2cc1C)C1(C(=O)N(C)C)CCC3(C)C1(C)C (centres undefined)
[40] CCCCN(C(=O)c1cc(=O)[nH]c2ccccc12)c1c(N)n(CCCC)c(=O)[nH]c1=O
entry no.	36	37	38	39	40
OX1R antag-1	-7.2	-20.9	-16.6	-13.7	-8.3
OX1R antag-2	1.1	7.0	93.9*	21.4	-3.0

[41] O=C(N/N=C/c1ccc(Cl)cc1Cl)Nc1ccccc1
[42] O=C(N/N=C/c1ccncc1)c1ccc(NC(=O)c2ccc(Cl)cc2)cc1
[43] O=C(CN1CCN(c2ccccc2O)CC1)Nc1ccnn1C1CCCC1
[44] CN(C(=O)c1ccc(NC(=O)Cc2ccccc2)cc1)c1ccccc1
[45] Cc1cccc(OCC(=O)Nc2ccc3c(c2)OCO3)c1C
entry no.	41	42	43	44	45
OX1R antag-1	-22.3	-20.8	-19.4	-9.5	-24.8
OX1R antag-2	3.9	17.0	1.5	-1.4	20.3

[46] CCOc1ccc(C(CC(=O)O)NC(=O)Cc2ccc(Cl)cc2)cc1 (centres undefined)
[47] CN1C(=O)NC(c2cccc([N+](=O)[O-])c2)C2=C1CC(C)(C)CC2=O (centres undefined)
[48] COc1ccc(N2C(=O)CC(N3CCN(S(=O)(=O)c4ccc(Cl)cc4)CC3)C2=O)cc1 (centres undefined)
[49] COc1cc(S(=O)(=O)NCC2CCCO2)c(OC)cc1Cl (centres undefined)
[50] N#Cc1ccc(/C=C\c2nccc3c2[nH]c2ccccc23)cc1
entry no.	46	47	48	49	50
OX1R antag-1	9.3	-8.5	-6.4	-6.7	-15.7
OX1R antag-2	-8.2	5.4	19.6	15.4	34.9

[51] COCc1nnc(NC(=O)CS(=O)(=O)Cc2ccccc2)s1
[52] CN(CCc1ccccn1)C(=O)c1cccnc1Oc1ccccc1
[53] CCCCNS(=O)(=O)c1ccc2nc(SCC(=O)Nc3cccc(F)c3)[nH]c2c1
[54] CSc1nsc(SCCN2C(=O)c3ccccc3C2=O)n1
[55] Cc1ccc(NS(=O)(=O)c2c(C(=O)N3CCCCCC3)c(C)n(C)c2C)c(Cl)c1
entry no.	51	52	53	54	55
OX1R antag-1	-12.8	-9.5	-6.2	-6.6	-14.0
OX1R antag-2	19.7	1.4	8.9	38.9	14.9

[56] O=C(CC(C(=O)N1CCc2ccccc21)n1ccnc1)N1CCc2ccccc2C1 (centres undefined)
[57] Cc1cc(C(C)(C)C)cc(S(=O)(=O)NCCc2ccncc2)c1C
[58] Cn1c2ccccc2c2cnn(CC(=O)NCCCN3CCN(c4ccccc4F)CC3)c(=O)c21
[59] CC1Cn2c(nc3sc4c(c3c2=O)CCC4)N1CCO (centres undefined)
[60] COC(=O)C1Sc2[nH]c(=O)sc2C2c3ccccc3OC(=O)C12 (centres undefined)
entry no.	56	57	58	59	60
OX1R antag-1	-34.5	-29.5	-2.7	-6.7	-17.6
OX1R antag-2	-0.8	7.4	16.7	7.0	11.6

[61] Cc1ncc([N+](=O)[O-])n1CC(=O)Nc1ccc(F)cc1
[62] CCN(CC)CCCCCC(=O)Nc1ccccc1C(=O)Nc1ccccc1
[63] CCCCN(C(C)=O)C1CC(=O)N(c2ccc(OCCC)cc2)C1=O (centres undefined)
[64] Cn1c(-c2ccc(F)cc2)cnc1NCc1ccccc1
[65] Cc1cccc(Nc2nc(N)nc(CCl)n2)c1C
entry no.	61	62	63	64	65
OX1R antag-1	-1.5	7.7	-26.3	-11.5	-19.6
OX1R antag-2	3.0	21.5	6.5	19.5	0.2

[66] COc1cccc(NC(=O)CSc2nc3c(sc4ccccc43)c(=O)n2CCN(C)C)c1
[67] CCOC(=O)c1sc(NS(=O)(=O)c2ccc(F)cc2)nc1C
[68] COc1cccc(OC)c1C(=O)Nc1cccc(-c2ccc3nncn3n2)c1
[69] CC(C)CNS(=O)(=O)c1ccc(CCC(=O)Nc2cc(Cl)ccc2Oc2ccccc2)cc1
[70] COc1ccc(N2C(=O)C3CCCN3C2c2cccc(C)c2)cc1 (centres undefined)
entry no.	66	67	68	69	70
OX1R antag-1	-17.9	-4.4	-6.7	21.6	-20.7
OX1R antag-2	21.9	25.6	19.2	42.9	0.7

[71] COC(=O)C1=C(C)N(Cc2ccccc2)C(=O)N[C@H]1c1cccc(F)c1
[72] COc1ccc(/C=C/C(=O)O)cc1S(=O)(=O)NCc1ccco1
[73] CCOC(=O)N1CCN(S(=O)(=O)c2ccc(F)c(C(=O)Nc3cc(C)cc(C)c3)c2)CC1
[74] O=C(O)c1cccc(NS(=O)(=O)c2cccc3nsnc23)c1
[75] O=C(CN1C(=O)c2cccc3cccc1c23)NCc1cccnc1
entry no.	71	72	73	74	75
OX1R antag-1	-9.8	-7.5	-25.7	-1.8	-11.0
OX1R antag-2	13.2	9.0	7.7	33.1	47.5

[76] Cc1cc(C)c2cc(CN(Cc3nnnn3C3CCCCC3)CC3CCCO3)c(=O)[nH]c2c1 (centres undefined)
[77] O=C(c1cccc(S(=O)(=O)N2CCN(c3ccccc3)CC2)c1)N1CCCC(C(F)(F)F)C1 (centres undefined)
[78] COc1ccc(C(=O)N/N=C(\C)CC(=O)Nc2ccccn2)cc1OC
[79] CC(=O)/C(=N\Nc1ccccc1Cl)Sc1cccc2cccnc12
[80] O=C1Nc2ccccc2/C1=C/C(=O)c1cccs1
entry no.	76	77	78	79	80
OX1R antag-1	-23.8	-2.2	1.8	-14.0	18.9
OX1R antag-2	2.0	21.1	13.2	24.1	33.2

[81] O=C(CSc1nnc(-c2ccccc2Br)o1)N1CCc2ccccc2C1
[82] CN(C(=O)CSc1nc2c(c(=O)[nH]1)CCCC2)C1CCCCC1
[83] COc1cc(NC(=S)N2CCCCC2C)cc(OC)c1OC (centres undefined)
[84] Cc1nn(Cc2ccccc2Cl)c2sc(C(=O)NCc3ccc4c(c3)OCO4)cc12
[85] CN(C)CCNc1nc(-c2ccccc2)c2c(c1C#N)CC(C)(C)OC2
entry no.	81	82	83	84	85
OX1R antag-1	-15.6	-16.6	-17.4	2.5	-16.0
OX1R antag-2	23.5	13.7	9.6	35.5	6.0

Part of the list above, with each value named.
83: COc1cc(NC(=S)N2CCCCC2C)cc(OC)c1OC (centres undefined)
- OX1R antag-1: -17.4
- OX1R antag-2: 9.6

84: Cc1nn(Cc2ccccc2Cl)c2sc(C(=O)NCc3ccc4c(c3)OCO4)cc12
- OX1R antag-1: 2.5
- OX1R antag-2: 35.5

81: O=C(CSc1nnc(-c2ccccc2Br)o1)N1CCc2ccccc2C1
- OX1R antag-1: -15.6
- OX1R antag-2: 23.5

Later entries
[86] Cn1c(SCc2cccc3ccccc23)nnc1-c1ccco1
[87] Cc1cccc(OCc2nc(-c3ccccn3)n[nH]2)c1
[88] CCOc1cc(C(c2c(O)nc(SC)[nH]c2=O)c2c(O)nc(SC)[nH]c2=O)ccc1O
[89] Cc1c(C)c2ccc(OCC(=O)N(C)C3CCS(=O)(=O)C3)c(C)c2oc1=O (centres undefined)
[90] COc1cc(S(=O)(=O)Nc2ccc(C)cc2)ccc1N=Cc1c(C)c(C#N)c(=O)n(C)c1O
entry no.	86	87	88	89	90
OX1R antag-1	-22.6	-11.3	-8.5	-11.4	-17.5
OX1R antag-2	32.7	19.4	10.7	11.3	3.5

[91] Cc1cc(C)n2cc(CSc3nnnn3-c3ccccc3C)nc2n1
[92] CCOc1ccc(OCC)c(NC(=O)CCS(=O)(=O)c2ccc(Br)s2)c1
[93] CCOC(=O)C1=C(c2ccc(OC)cc2)C(=O)c2ccccc2C1=O
[94] O=C(NCC1CCCO1)C1CC(=O)N(c2ccccc2)C1 (centres undefined)
[95] NC(=O)C1(N2CCCCC2)CCN(C(=S)Nc2cc(F)cc(F)c2)CC1
entry no.	91	92	93	94	95
OX1R antag-1	21.6	-54.4	-11.4	-12.5	-12.5
OX1R antag-2	17.4	15.2	29.1	10.8	4.5

[96] O=C(OCCN1C(=O)c2ccccc2C1=O)[C@@H]1CC(O)CN1S(=O)(=O)c1ccccc1[N+](=O)[O-] (some centres undefined)
[97] O=C(Nc1cccc(S(=O)(=O)NC2=NCCC2)c1)c1cc(Cl)ccc1[N+](=O)[O-]
[98] O=C(NCc1ccco1)/C(=C\c1ccccc1)NC(=O)c1ccccc1
[99] c1cncc(-c2nc(-c3ccc4c(c3)OCCO4)cs2)c1
[100] CCOC(=O)CSc1nc(N2CCOCC2)c2c(c1C#N)CC(C(C)C)OC2 (centres undefined)
entry no.	96	97	98	99	100
OX1R antag-1	12.6	-22.8	-17.8	-41.0	-24.8
OX1R antag-2	7.0	23.3	20.2	30.5	3.0

Compound activity from PubChem BioAssay.
